GSK3B inh = inhibitors of human GSK3beta kinase; activity score (negative = inhibition), % at 10 µM; GST-GSK3beta kinase, ADP-Glo luminescence, 60 min; hits give low values; P49841; 300,000 tested, 0.038% active;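 active means more than half of replicate wells score below -50%, meaning over 50% inhibition versus plate controls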;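 further: 0% = median DMSO wells and -100% = median GW8510 positive control wells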
Target sequence (P49841 whole entry, looked up): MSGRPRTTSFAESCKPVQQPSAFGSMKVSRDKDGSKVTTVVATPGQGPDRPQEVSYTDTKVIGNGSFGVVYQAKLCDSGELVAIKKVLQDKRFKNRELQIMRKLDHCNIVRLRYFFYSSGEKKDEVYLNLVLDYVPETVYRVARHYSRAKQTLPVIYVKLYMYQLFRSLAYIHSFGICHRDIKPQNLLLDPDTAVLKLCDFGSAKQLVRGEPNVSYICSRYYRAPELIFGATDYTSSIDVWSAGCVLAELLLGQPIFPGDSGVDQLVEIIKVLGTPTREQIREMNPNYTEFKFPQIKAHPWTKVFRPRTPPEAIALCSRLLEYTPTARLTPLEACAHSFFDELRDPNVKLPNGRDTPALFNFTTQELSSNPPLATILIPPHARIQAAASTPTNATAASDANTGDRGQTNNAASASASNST
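Assay system: GST-fused GSK3beta enzyme, cell-free / Medium: Tris pH 7.5 buffer with MgCl2, DTT, BSA, heparin / Also added: peptide substrate plus 25 µM ATP (final) / Compound: 10 µM single point / Timing: kinase reaction with compound 60 min at room temperature / Detection: ADP-Glo luminescence / Benchmarks: DMSO neutral wells and GW8510 at 20 µM as positive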
IEC-6 cytotox = IEC-6 cytotoxicity, counter-screen for KLF5 inhibitors; 290,000 tested, 0.78% active; AID 1825; inhibition, % at 5 µM; luminescence viability; in the data active means inhibition above about 22%;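 further: 0% = plate median of test compound wells and 100% = cytotoxic reference compound wells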
HSP90 inh = inhibitors of HSP90 luciferase refolding in rabbit reticulocyte lysate. luciferase refolding luminescence, 3 h. inhibition, % at 5.6 µM. 290,000 tested, 0.91% active;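 active means inhibition above the screen-wide mean plus 3 SD, computed separately per campaign, cut at about 16% in these data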;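 further: 0% = DMSO wells and 100% = 60 µM geldanamycin wells; inhibitors lower the luminescence because luciferase stays unfolded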
aSyn 5UTR inh = MLPCN primary screen, SNCA 5' untranslated region | alpha-synuclein 5'UTR reporter, inhibitor activity | inhibition, % (tested at 7.5 µM) | 300,000 tested, 0.82% active | AID 1813; in the data active means inhibition above about 60%;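 further: H4 neuroglioblastoma cells stably carrying SNCA 5'UTR luciferase fusion; 0% = DMSO wells and 100% = positive control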
KLF5 inh = suppresses KLF5 promoter-driven expression | DLD-1 KLF5 promoter-luciferase reporter, luminescence | inhibition, % at 5 µM | AID 1700 | 290,000 tested, 0.23% active;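 active means inhibition above a per-plate limit of that plate's mean compound inhibition plus 3 SD, cut at about 60% in these data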;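 further: 0% = DMSO wells and 100% = LY294002 at 200 µM; higher means less KLF5 promoter-driven luciferase light; inactives centre near -14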
GSK3A inh = inhibitors of human GSK-3 alpha kinase. 320,000 tested, 0.1% active. inhibition, % at 10 µM. ADP-Glo luminescence, 60 min. P49840. AID 2650;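 in the data active means inhibition above about 50%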;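 further: GST-tagged GSK-3 alpha with peptide substrate and 25 µM ATP; 0% = DMSO neutral wells and 100% = GW8510 positive control wells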
Target sequence (P49840 whole entry, looked up): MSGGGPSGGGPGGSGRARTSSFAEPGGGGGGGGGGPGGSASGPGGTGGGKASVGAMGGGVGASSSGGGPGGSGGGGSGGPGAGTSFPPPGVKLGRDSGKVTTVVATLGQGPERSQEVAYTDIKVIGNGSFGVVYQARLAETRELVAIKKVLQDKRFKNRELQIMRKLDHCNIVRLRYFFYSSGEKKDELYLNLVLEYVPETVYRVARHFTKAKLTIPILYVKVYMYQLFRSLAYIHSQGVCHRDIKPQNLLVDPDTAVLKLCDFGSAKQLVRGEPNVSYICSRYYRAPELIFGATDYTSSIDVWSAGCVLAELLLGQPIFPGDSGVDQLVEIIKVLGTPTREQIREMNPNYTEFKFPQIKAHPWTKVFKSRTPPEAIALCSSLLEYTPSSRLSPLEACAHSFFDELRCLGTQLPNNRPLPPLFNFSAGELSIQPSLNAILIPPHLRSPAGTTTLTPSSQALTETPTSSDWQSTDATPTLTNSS
AI-2 QS mod = modulators of Vibrio harveyi AI-2 quorum sensing system; AID 2094; Vibrio harveyi JMH597 AI-2 luminescence/OD600 ratio, 9 h; hits give low values; strain lacks LuxN and CqsS sensors; 0 = neutral-control median; 300,000 tested, 0.4% active; activity change, % at 7.5 µM; in the data active means activity change below about -75%, passing the limit was not always enough;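 further: luminescence divided by OD600 gain over 9 h not by final OD600 alone; inactives centre near 13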
HSF-1 act = increases HSF-1 driven luciferase reporter signal; NIH3T3-HGL HSF-1 luciferase reporter, MG132, 8 h; 100% = twice DMSO control signal; activation, % at 9 µM; 300,000 tested, 1.7% active; AID 504408;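 active means mean replicate activation of at least 50% with a set share of replicates each reaching 50%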;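 further: 0% = median of the neutral control wells and 100% = twice that signal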
HIF act = HIF pathway transcriptional activation; U2OS HRE-luciferase reporter, luminescence; normalized: DMSO 0%, desferrioxamine 100%; activation, % at 7.5 µM (by protocol); 300,000 tested, 0.32% active;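 active means mean activation of at least 10% of the iron chelator positive control signal, with at least half of replicates also reaching 10%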
HSF1 inh = HSF1 inhibition | NIH3T3-HGL HSE-luciferase, MG132-induced, luminescence 8 h; hits give low values | AID 2098 | activity change, negative = inhibition, % at 7.5 µM (by protocol) | 300,000 tested, 0.77% active;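 active means more than half of replicate wells show activity change below -50%, luminescence cut by over half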;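 further: luciferase reports HSF-1 transcriptional activity via heat shock element; 0% = median of DMSO wells and -100% = zero luminescence signal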
The depositor's hits bear a star; / = not tested or not shown.

Sample of the layout:
SMILES	GSK3B inh	IEC-6 cytotox	HSP90 inh	aSyn 5UTR inh	KLF5 inh	GSK3A inh	AI-2 QS mod	HSF-1 act	HIF act	HSF1 inh
CCN(CC)S(=O)(=O)c1ccc(/C(O)=C2/C(=O)C(=O)N(CCOC)C2c2ccccc2)cc1 (centres undefined)	7	1	0	-2	-11	-5	40	2	-0.4	-7
CCOC(=O)C1CCN(S(=O)(=O)c2c[nH]c(=O)[nH]c2=O)CC1	3	/	/	12	/	-1	15	1	-0.7	0
COc1cccc(NC(=O)CN(C)C(=O)c2ccc(N3CCOCC3)c([N+](=O)[O-])c2)c1	-1	/	/	10	/	-2	8	-1	-0.1	-6

Results, from the start:
SMILES	GSK3B inh	IEC-6 cytotox	HSP90 inh	aSyn 5UTR inh	KLF5 inh	GSK3A inh	AI-2 QS mod	HSF-1 act	HIF act	HSF1 inh
CCN(CC)S(=O)(=O)c1ccc(/C(O)=C2/C(=O)C(=O)N(CCOC)C2c2ccccc2)cc1 (centres undefined)	7	1	0	-2	-11	-5	40	2	-0.4	-7
CCOC(=O)C1CCN(S(=O)(=O)c2c[nH]c(=O)[nH]c2=O)CC1	3	/	/	12	/	-1	15	1	-0.7	0
COc1cccc(NC(=O)CN(C)C(=O)c2ccc(N3CCOCC3)c([N+](=O)[O-])c2)c1	-1	/	/	10	/	-2	8	-1	-0.1	-6
COc1ccc(C2=NOC(C(=O)Nc3cc(C)on3)C2)cc1 (centres undefined)	1	4	2	3	-18	-1	14	15	0.2	2
CCCCCCCn1c(NC(=O)CC)nc2ccccc21	5	15	1	68*	-10	-1	56	7	1.5	-3
Cc1cccc(N2CCN(C(=O)/C=C/c3ccco3)CC2)c1C	0	1	0	-23	7	-3	11	16	1.1	21
CC1CN(C(=O)CCC(=O)NCc2ccccc2Cl)c2ccccc2S1 (centres undefined)	4	-1	-5	-6	-27	-1	17	11	0.2	3
Cc1c(N=C/C=C2/N(C)c3ccccc3C2(C)C)c(=O)n(-c2ccccc2)n1C	3	-4	6	-23	-19	0	10	21	-0.7	-1
O=C(COC(=O)/C=C/c1cccc(F)c1)Nc1ccccc1-c1ccccc1	-1	-1	-1	5	-12	-2	42	5	-0.6	0
CC1CN(CCS(=O)(=O)c2cc(Cl)ccc2Cl)CC(C)O1 (centres undefined)	1	-5	-6	-49	-7	-4	30	17	1.2	5
CC(C)CN(CC(C)C)CC(O)CN(c1ccccc1)S(=O)(=O)c1ccccc1[N+](=O)[O-] (centres undefined)	-4	-4	1	9	4	-2	9	-4	2.4	-9
O=C(c1cccc([N+](=O)[O-])c1)N1CCN(c2ncccn2)CC1	-4	2	2	6	-8	-1	6	-6	1.4	-6
Cc1cccc(NC(=O)C(C)N2C(=O)c3ccccc3S2(=O)=O)n1 (centres undefined)	1	/	/	0	/	-5	15	-5	-0.3	-8
CCN1CCN(c2ccc(NC(=O)c3cc(OC)c(OC)c(OC)c3)cc2)CC1	-5	3	2	9	-25	0	12	10	0.7	6
Cc1ccc(N2CCN(C3=NC(=O)/C(=C\c4cccs4)S3)CC2)cc1	0	-4	1	-7	-36	1	28	-3	-0.4	-3
O=C(CSC(=S)N1CCOCC1)N1N=CCC1c1ccccc1 (centres undefined)	-11	-5	4	4	-20	-2	10	-48	0.9	-35
Cn1c2ccccc2c(=O)c2c(=O)n(C3CCCCC3)c(-c3cccs3)nc21	-1	-2	0	3	-38	0	15	3	-0.3	-1
O=C1N/C(=N\N=C\c2cccs2)SC1Cc1cccc(Cl)c1Cl (centres undefined)	2	1	-3	8	-8	-2	21	-47	0.0	-36
COc1ccc(N(CC(=O)Nc2ccc(OC)c(Cl)c2)S(=O)(=O)c2c(C)noc2C)cc1	2	-12	-4	35	-32	-1	33	-19	-0.5	8
O=C(Nc1ncc(Cc2ccccc2Cl)s1)C1CCCO1 (centres undefined)	-27	-1	-2	-89	-124	-1	19	75*	2.3	35
O=C(Nn1c(-c2ccc(Cl)cc2)nc2ccccc2c1=O)c1cccnc1Cl	-4	-3	4	-13	12	-11	20	15	0.1	4
COC(=O)Cn1cnc2c(nnn2Cc2ccc(Cl)cc2)c1=O	-1	6	2	-14	-11	1	14	14	-0.2	1
COc1ccc(C(=O)NCc2ccc3c(c2)OCO3)cc1S(=O)(=O)NCc1ccc(Cl)cc1	2	-5	3	29	2	-1	18	2	-0.4	6
N#Cc1nc(COc2ccc(Cl)cc2)oc1N1CCN(Cc2ccccc2)CC1	-6	1	0	31	-36	-6	26	7	0.1	18
CCN1CCN(CC(=O)Nc2cc(F)ccc2C)CC1	1	0	3	-9	-3	-1	24	6	-42	-3
CCCCCCNC(=O)N1C/C=C\C(c2ccc(OC)cc2)N(Cc2ccc(F)cc2)C(=O)C1 (centres undefined)	-2	/	/	6	/	-1	2	/	0.2	4
CC1(C)Cc2nc(N)c(=O)sc2C1	1	8	2	-4	-9	1	26	8	-0.1	1
Cc1ccc(CN2CCC(CNS(=O)(=O)c3ccc(-c4ccc(=O)[nH]n4)s3)CC2)cc1	-2	-11	0	2	-27	5	10	36	-0.4	11
Cc1ccc(C(=O)N(CCN(C)C)CC2CCCN(Cc3ccccc3F)C2)cc1C (centres undefined)	-1	1	-3	-40	-14	/	13	-10	-1.0	-2
Cc1cc(C)cc(NC(=O)CCNS(=O)(=O)c2ccc3c(c2)oc(=O)n3C)c1	0	-4	2	-11	-26	-1	10	6	-0.4	-3
O=C(CSc1nnc2ccccn12)NC(=O)NC1CCCCC1	-2	0	-2	14	-24	1	0	1	0.0	-1
O=C(NC(=S)NCc1ccccc1)c1cccnc1	2	-2	-3	5	0	1	22	5	0.1	-5
Cc1ccccc1CSCc1ccc(C(=O)NCCCN2CCOCC2)o1	0	-5	-5	13	-39	-3	0	-6	-0.1	-7
O=C(O)c1ccc2c(=O)n(-c3ccccc3)c(=S)[nH]c2c1	1	-9	4	-1	-8	11	15	-8	0.0	-7
CC(=O)Nc1ccc(OCC(=O)N(CC(C)C)C2CCS(=O)(=O)C2)cc1 (centres undefined)	4	2	-3	9	4	1	15	-8	-0.1	-5
CCc1ccc(-c2nc(CS(=O)CC(=O)NCc3ccco3)c(C)o2)cc1 (centres undefined)	3	-7	1	33	22	-1	19	-54	-4.5	-48
Cc1ccc(CNc2nc(C)cs2)cc1	0	-4	6	-112	-82	-1	23	9	0.8	4
Cc1ccc(O)c(Cn2nnc3ccccc32)c1	-3	/	/	6	/	-3	12	5	0.2	0
Cc1cccc(Nc2nc(C)cc(C)c2C#N)c1	2	-5	-1	-12	-14	-8	-5	-4	6.1	0
CC(NC(=O)c1ccc(N2CCNCC2)c([N+](=O)[O-])c1)C12CC3CC(CC(C3)C1)C2 (centres undefined)	-3	2	3	-17	-12	-1	37	-3	-0.4	-6
CC(C)C(C)(C#N)NC(=O)CSc1nc2scc(-c3ccc(F)cc3)c2c(=O)n1Cc1ccccc1 (centres undefined)	3	2	-1	35	-21	-2	21	5	-0.5	2
CCCCn1nc(-c2ccccc2)c2nc3ccccc3nc21	2	2	-2	12	-13	0	45	-3	-0.2	-7
COC(=O)c1ccc(NC(=S)NCCCn2ccnc2)cc1	1	2	-5	-3	-6	0	10	-6	-0.7	-7
CC1CCN(CCCOc2ccc(OCc3ccccc3)cc2)CC1	-1	5	-5	-69	-4	1	-6	15	2.8	4
Nc1cc(Cl)nc(N/N=C/c2c(O)ccc3ccccc23)n1	0	6	0	-162	-148	-1	35	39	13*	29
C=CC[C@]12C=C(OC)C(=O)C(OC)=C1O[C@@H](c1ccc3c(c1)OCO3)[C@H]2C	-3	/	/	13	/	-1	7	-2	0.0	3
CCOc1ccc(S(=O)(=O)Nc2ccc(C(=O)NCC3CCCO3)cc2)cc1 (centres undefined)	1	0	0	-1	-18	-1	56	-4	-0.2	-7
COc1ccccc1NS(=O)(=O)c1cccc(C(=O)NCC(C)(C)N2CCOCC2)c1	0	-11	-2	16	-64	1	16	-1	0.1	-4
CCN(CCCNC(=O)CN(C)S(=O)(=O)c1cccc2nsnc12)c1ccccc1	0	0	-3	-2	-45	1	4	15	-0.5	6
CC(CCc1ccccc1)NC(=O)C1CCN(c2nnc(-n3cccc3)s2)CC1 (centres undefined)	0	5	-7	-44	-23	2	11	5	1.1	4
N#Cc1ccc(NC(=O)CN2C(=O)NC3(CCCC3)C2=O)cc1	1	6	2	10	-25	-2	4	-21	-0.3	-7
COc1cc(-c2nc(CN3CCN(c4ncccn4)CC3)c(C)o2)ccc1F	2	4	0	-16	-17	-3	9	6	-0.1	6
CCCCC(=O)N/C(N)=N/c1nc2ccccc2o1	-1	1	-1	-206	-149	0	0	25	2.9	18
CCc1c(C(=O)N/N=C/c2ccc(C)o2)csc1C	3	0	0	-6	-10	-3	3	16	0.2	-3
Cc1onc(-c2c(F)cccc2Cl)c1-c1nnc(-c2ccc(C(F)(F)F)cc2)o1	-1	-4	2	28	13	1	10	-3	-0.7	3
CCN(CC)CCCN1C=C2C(=O)C(C)(OC(=O)C3CCCC3)C(=O)C(c3ccccc3)=C2C=C1CCCC(=O)OC (centres undefined)	-2	/	/	17	/	3	-4	-4	-2.3	2
O=S(=O)(NCC(c1ccco1)N1CCN(c2ccccc2)CC1)c1ccc(F)cc1 (centres undefined)	2	-3	2	16	-35	-2	13	-5	0.3	6
COc1ccc(NCc2nnc(SCC(=O)N3CCCc4ccccc43)o2)cc1	2	1	-1	-23	0	-1	7	39	1.0	-1
COc1ccc(CCN=C(N)NS(=O)(=O)c2ccc(OC)c(OC)c2)cc1OC	1	-7	2	1	-35	-1	29	-4	-0.4	-5
CCOCCCNS(=O)(=O)c1ccc2c(c1)CCN2C(C)=O	2	-2	-4	0	-10	0	8	3	-0.6	-6

Carrying on.
SMILES	GSK3B inh	IEC-6 cytotox	HSP90 inh	aSyn 5UTR inh	KLF5 inh	GSK3A inh	AI-2 QS mod	HSF-1 act	HIF act	HSF1 inh
CC1=CC(C)(C)N2C(=O)C3(C(C#N)=C(N)Oc4cc(O)ccc43)c3cccc1c32 (centres undefined)	1	2	10	2	-21	-1	7	-1	0.1	1
O=C(NCCN1CCOCC1)c1cccc(S(=O)(=O)N(Cc2ccccc2)c2ccccc2)c1	2	/	/	10	/	0	3	-16	0.2	-3
CCc1nnc(NC(=O)CSc2nccn2-c2cc(C)cc(C)c2)s1	0	1	-2	17	-29	0	43	-15	0.7	-3
COc1ccc(OC)c(NC(=O)c2ccc(CN3CCOCC3)cc2)c1	-3	1	-1	-10	-1	2	1	-8	0.1	4
C(=C\c1ccccc1)/C=N/N1CCN(Cc2ccccc2)CC1	-1	-1	2	-74	-54	-2	1	7	1.6	3
CC[N+](CC)(CCCCS(=O)(=O)[O-])CCNP1(=O)C=C(c2ccccc2)OC(c2ccccc2)=C1	1	6	5	5	-16	0	4	-2	0.2	0
Cc1nc([N+](=O)[O-])c(C(=O)OCc2ccccc2)n1C	-2	-1	3	-7	5	-4	16	23	-0.2	0
COC(=O)Cc1csc(Nc2c(C)n(C)n(-c3ccccc3)c2=O)n1	2	4	-2	14	-22	-1	12	14	-0.2	-10
O=C(O)CC1C(=O)NCCN1C/C=C/c1ccccc1 (centres undefined)	-1	-4	1	1	-22	-5	12	2	0.1	-3
